# L3MBTL1 block: blocks human L3MBTL1; Q9Y468; AlphaScreen L3MBTL1–H3K9me1 peptide binding; Potency, µM (series often up to 57.1 µM), for the others: top-dose activity, negative = inhibition, actives largely listed as inhibitors; 230,000 compounds, 0.66% hits; AID 485360; active means well fitted inhibition curve with a large enough effect; inconclusive means small, poorly fitted or top-dose-only effect; inactive means no such curve, though single readings can be large or run the other way; further: nearly all actives have a fitted effect of over 60% in size
# Target sequence (Q9Y468 whole entry, looked up): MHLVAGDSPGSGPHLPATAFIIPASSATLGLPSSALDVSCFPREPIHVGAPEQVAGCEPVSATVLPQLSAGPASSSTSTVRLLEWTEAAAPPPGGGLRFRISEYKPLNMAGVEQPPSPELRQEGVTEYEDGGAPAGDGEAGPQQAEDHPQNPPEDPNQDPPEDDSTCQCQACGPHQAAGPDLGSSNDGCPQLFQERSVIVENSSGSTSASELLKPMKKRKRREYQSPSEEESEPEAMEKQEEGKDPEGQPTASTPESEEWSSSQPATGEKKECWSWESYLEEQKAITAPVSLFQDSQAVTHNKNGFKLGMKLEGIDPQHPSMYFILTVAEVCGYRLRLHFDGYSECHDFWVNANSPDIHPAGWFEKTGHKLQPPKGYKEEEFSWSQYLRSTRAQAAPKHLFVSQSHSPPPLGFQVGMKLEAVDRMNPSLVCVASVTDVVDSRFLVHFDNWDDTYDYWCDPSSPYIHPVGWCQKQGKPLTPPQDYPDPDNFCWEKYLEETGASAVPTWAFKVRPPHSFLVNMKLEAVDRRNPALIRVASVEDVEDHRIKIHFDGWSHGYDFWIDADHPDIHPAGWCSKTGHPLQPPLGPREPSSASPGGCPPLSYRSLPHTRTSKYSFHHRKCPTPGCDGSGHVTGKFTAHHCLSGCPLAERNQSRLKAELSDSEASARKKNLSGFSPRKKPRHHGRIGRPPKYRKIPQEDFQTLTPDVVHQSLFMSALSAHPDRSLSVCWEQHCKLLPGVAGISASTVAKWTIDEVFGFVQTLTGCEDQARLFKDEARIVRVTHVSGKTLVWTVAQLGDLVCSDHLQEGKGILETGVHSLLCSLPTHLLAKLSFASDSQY
#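 First, the protein-peptide complex forms for 30 min at room temperature (L3MBTL1 50 nM, biotinylated H3K9me1 peptide 75 nM). Next, compounds are pin-transferred and incubated 30 min. Finally, AlphaScreen beads are added and read after 30 min.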
# * = called active by the depositor; ? = inconclusive; [ ] = dose if it differs, or a comment. On the % scale 0 is the no-effect control and ±100 the full control effect; potency means the concentration at half of the fitted maximal effect. These rows are one share of the data; the hit share may differ from the screen's.
L3MBTL1 block	Compound
-1%	CCCn1c(SCC(=O)c2cc(C)n(C3CC3)c2C)n[nH]c1=O
9%	CN1CCOc2ccc(S(=O)(=O)N3CCN(S(=O)(=O)c4c(F)cccc4F)CC3)cc21
-8%	CN(C(=O)OC(C)(C)C)[C@H](Cc1ccccc1)C(=O)N[C@H]1CCCCNC1=O
-5%	CN(CC(=O)Nc1ccc(Cl)c(C(F)(F)F)c1)C(=O)CCC(=O)c1ccccc1
4%	C/C(=N\NC(=O)c1cccc(S(=O)(=O)N2CCOCC2)c1)c1ccc(C)cc1
-11%	CCC(C)N(C(=O)COC(=O)c1nc(Cl)ccc1Cl)C1CCS(=O)(=O)C1 (stereo unspecified)
7%	Cc1ccc(C(C)C)c(OCC(O)CN2CCc3ccccc3C2)c1 (stereo unspecified)
2%	Cc1nn(CC(=O)Nc2ccc3c(c2)CCC3)c(C)c1[N+](=O)[O-]
9%	COc1cccc([C@@H]2CC=C(C(=O)O)CN2S(=O)(=O)c2ccc(C)cc2)c1
-6%	Cc1ccc([C@H]2C(C(=O)O)=CC[C@@H](c3ccc(Cl)c(Cl)c3)N2S(=O)(=O)c2ccc(C)cc2)cc1
7%	Cc1cccc(CCN2C(Nc3ccccc3)=NC[C@@H]2CC(C)C)c1
1%	CN(CC(=O)Nc1ccccc1N1CCCC1)S(=O)(=O)c1ccc(F)cc1
1%	O=[N+]([O-])c1ccc(S(=O)(=O)N2CCN(c3ccc(N4CCOCC4)nn3)CC2)cc1
-1%	COc1ccc(CCNC(=O)C(=O)NCC2CCCN2S(=O)(=O)c2ccccc2)cc1OC (stereo unspecified)
-10%	COc1ccc(C)cc1NC(=O)C(OC(=O)c1cnccn1)c1ccccc1 (stereo unspecified)
-2%	CCc1noc(C)c1C(=O)N1CCN(S(=O)(=O)c2c(C)cc(C)cc2C)CC1
-4%	COc1ccc(C(=O)NCc2ccc(F)cc2)cc1S(=O)(=O)N1CCCC1
6%	CC(C(=O)NCC(=O)Nc1ccc(F)c(F)c1F)N1CCN(Cc2ccc(C#N)cc2)CC1 (stereo unspecified)
-1%	CC(C)CN(C(=O)CC1OC(=O)c2ccccc21)c1c(N)n(Cc2ccccc2)c(=O)[nH]c1=O (stereo unspecified)
2%	CN(C(=O)CSc1ncnc2sc3c(c12)CCCC3)C1CCS(=O)(=O)C1 (stereo unspecified)

L3MBTL1 block	Compound
1%	CC(Oc1ccc(Cl)cc1)C(=O)N1CCN(C(=O)c2ccco2)CC1 (stereo unspecified)
-1%	O=C(CN1C(=O)NC(Cc2ccccc2)C1=O)Nc1ccc(OC(F)F)cc1 (stereo unspecified)
26%	CSc1ncccc1C(=O)OCCCC(=O)c1ccc(F)cc1
5%	O=C(OC(C(=O)NC1CCCCC1)c1ccc(C(F)(F)F)cc1)c1ccco1 (stereo unspecified)
1%	COc1ccc(S(=O)(=O)N2CCCC2CNC(=O)c2cccc(OC)c2)cc1 (stereo unspecified)
1%	COc1ccc(-c2noc(CCC(=O)N3CCN(c4ccccc4OC)CC3)n2)cc1
28%	COc1ccccc1NC(=O)N1CCCC1C(=O)NCCc1ccccc1 (stereo unspecified)
8%	CN(C)CCn1c2c(c(SCC(=O)NCc3ccccc3)nc1=O)CCCC2
1%	CC(C)N1CCN(S(=O)(=O)c2ccccc2)CC1
-2%	Cc1ccc(S(=O)(=O)Nc2ccccc2F)cc1C(=O)OC(C)C(=O)N1CCOCC1 (stereo unspecified)
20%	CC(NC(=O)CN(c1ccc(F)cc1)S(C)(=O)=O)c1ccccc1 (stereo unspecified)
-16%	CC(=O)c1ccc(-c2cccc(-c3nc4ccccn4c3NC3CCCCC3)c2)cc1
1%	Cc1ccc2nc(N(CCN3CCOCC3)C(=O)CCS(=O)(=O)c3ccccc3)sc2c1
?	Cc1ccc(C)c(NC(=O)COc2coc(CN3CCc4ccccc43)cc2=O)c1
7%	O=C(NC1=NCCS1)c1cccc(S(=O)(=O)N2CCOCC2)c1
0%	CC(CC(=O)Nc1ccc(Cl)c(S(=O)(=O)N2CCOCC2)c1)c1ccccc1 (stereo unspecified)
0%	Cc1ccc(NC(=O)CSCC(=O)N(C)CC(=O)Nc2cccc3ccccc23)cc1
9%	CO[C@H]1CC[C@@]2(C)[C@@H](CC[C@@H]3[C@@H]2CC[C@@]2(C)[C@H]3C[C@H](C(=O)N[C@@H](CCCN=C(N)N)C(=O)NCC(=O)N[C@@H](CC(=O)O)C(N)=O)O[C@]23CCCO3)C1
-5%	CCC(=O)Nc1ccc(C(=O)COC(=O)C(CCSC)NC(=O)COc2ccccc2)cc1 (stereo unspecified)
1%	O=C(CCNS(=O)(=O)c1ccccc1C(F)(F)F)N1CCN(S(=O)(=O)c2cccc(Cl)c2)CC1

L3MBTL1 block	Compound
-20%	Cc1cc(C(=O)CN2C(=O)NC(CC(C)C)C2=O)c(C)n1C1CC1 (stereo unspecified)
-1%	CCN(C(=O)CN1C(=O)NC2(CCCc3ccccc32)C1=O)c1ccc(F)cc1 (stereo unspecified)
11%	Cc1ccc(SCC(=O)OCC(=O)NCC2CCCCC2)cc1C
3%	Cc1ccc(S(=O)(=O)N2CCN(S(C)(=O)=O)C2C)cc1 (stereo unspecified)
11%	CCOC(=O)COc1ccc(Br)cc1/C=C1\SC(N)=NC1=O
25%	CC(C)(C)c1nc(-c2ccccc2)nc2c1OCCC2
35%[activator]	Cn1nc(C(=O)OCC(=O)Nc2ccccc2[N+](=O)[O-])c2ccccc2c1=O
?	O=[N+]([O-])c1ccccc1S(=O)(=O)N1CCN(S(=O)(=O)c2ccc3c(c2)OCCO3)CC1
15%	Nc1ncnc2c1ncn2[C@@H]1O[C@H](CNC(=O)[C@@H](N)Cc2ccc(C(F)(F)F)cc2)[C@@H](O)[C@H]1O
2%	Cc1ccc(S(=O)(=O)Nc2cc3c4c(c2)CCC(=O)N4CCC3)cc1
6%	O=C(COC(=O)CNS(=O)(=O)c1ccc(F)c(F)c1F)NC1CC1
4%	CN(CC(=O)Nc1ccc(OC(F)F)cc1)S(=O)(=O)/C=C/c1ccccc1
-4%	COc1ccc(-c2csc3ncnc(N4CCN(S(=O)(=O)c5cccc(F)c5)CC4)c23)cc1
6%	CN(C)S(=O)(=O)c1ccc2nnn(OCC(=O)NC3CCS(=O)(=O)C3)c2c1 (stereo unspecified)
-20%	CCN(CC)c1ccc(C(=O)NNC(=O)c2ccc3c(=O)n4c(nc3c2)CCC4)cc1
0%	CC(OC(=O)c1ccccc1)C(=O)NCc1ccco1 (stereo unspecified)
-1%	Cc1[nH]c2ccc(C(=O)OC(C)C(=O)NCc3ccccc3)cc2c1C (stereo unspecified)
13%	CC(C)C[C@H]1CN=C(N(C)C)N1CCCCc1ccccc1
-4%	CC(=O)NC(Cc1c[nH]c2ccccc12)C(=O)N1CCN(S(=O)(=O)c2ccccc2)CC1 (stereo unspecified)
10%	Cc1ccc(S(=O)(=O)CCC(=O)Nc2sccc2C#N)cc1

# Reformatted as tab-separated lines: 2 of the compounds above.
molecule	L3MBTL1 block
CN(CC(=O)Nc1ccc(OC(F)F)cc1)S(=O)(=O)/C=C/c1ccccc1	4%
COc1ccc(-c2csc3ncnc(N4CCN(S(=O)(=O)c5cccc(F)c5)CC4)c23)cc1	-4%

# Given bar-delimited: 16 of the compounds above.
molecule | L3MBTL1 block
CCN(C(=O)CN1C(=O)NC2(CCCc3ccccc32)C1=O)c1ccc(F)cc1 (stereo unspecified) | -1%
Cc1ccc(SCC(=O)OCC(=O)NCC2CCCCC2)cc1C | 11%
Cc1ccc(S(=O)(=O)N2CCN(S(C)(=O)=O)C2C)cc1 (stereo unspecified) | 3%
CCOC(=O)COc1ccc(Br)cc1/C=C1\SC(N)=NC1=O | 11%
CC(C)(C)c1nc(-c2ccccc2)nc2c1OCCC2 | 25%
Cn1nc(C(=O)OCC(=O)Nc2ccccc2[N+](=O)[O-])c2ccccc2c1=O | 35%[activator]
O=[N+]([O-])c1ccccc1S(=O)(=O)N1CCN(S(=O)(=O)c2ccc3c(c2)OCCO3)CC1 | ?
Nc1ncnc2c1ncn2[C@@H]1O[C@H](CNC(=O)[C@@H](N)Cc2ccc(C(F)(F)F)cc2)[C@@H](O)[C@H]1O | 15%
Cc1ccc(S(=O)(=O)Nc2cc3c4c(c2)CCC(=O)N4CCC3)cc1 | 2%
O=C(COC(=O)CNS(=O)(=O)c1ccc(F)c(F)c1F)NC1CC1 | 6%
CN(CC(=O)Nc1ccc(OC(F)F)cc1)S(=O)(=O)/C=C/c1ccccc1 | 4%
COc1ccc(-c2csc3ncnc(N4CCN(S(=O)(=O)c5cccc(F)c5)CC4)c23)cc1 | -4%
CN(C)S(=O)(=O)c1ccc2nnn(OCC(=O)NC3CCS(=O)(=O)C3)c2c1 (stereo unspecified) | 6%
CCN(CC)c1ccc(C(=O)NNC(=O)c2ccc3c(=O)n4c(nc3c2)CCC4)cc1 | -20%
CC(OC(=O)c1ccccc1)C(=O)NCc1ccco1 (stereo unspecified) | 0%
Cc1[nH]c2ccc(C(=O)OC(C)C(=O)NCc3ccccc3)cc2c1C (stereo unspecified) | -1%

# Remaining list, next part
L3MBTL1 block	Compound
3%	Nc1ccn(CC(=O)NCc2ccccn2)c(=O)n1
2%	Cc1cc(C)c(S(=O)(=O)N2CCN(C(=O)C3CC3)CC2)c(C)c1
34%[activator]	COc1ccc(CCN(C)S(=O)(=O)c2cn(C)c(=O)n(C)c2=O)cc1OC
8%	O=C(C[C@@H]1C/C=C/CCCC(=O)O[C@H](c2ccccc2)CNC1=O)N[C@H](CO)Cc1ccccc1
7%	CN(CC(=O)Nc1c(Cl)cccc1Cl)C(=O)Cc1ccc2c(c1)CCC2
4%	O=C(c1cc2cc(Cl)ccc2o1)N1CCCCCC1
-2%	O=C(NCCN1C(=O)S/C(=C/c2cccnc2)C1=O)C1=NN(c2ccccc2)C(=O)CC1
5%	COc1ccc(C(=O)N(C)Cc2ccccc2F)cc1S(=O)(=O)N1CCCC1
-6%	Cc1cccc(NC(=O)COC(=O)CCc2c[nH]c3ccccc23)c1C
20%	C=C1c2ccccc2O[C@H](C(=O)OCC)[C@@H]1C1CCCCC1
1%	COc1ccc(CSc2ccc(S(=O)(=O)N3CCCCC3)cn2)cc1F
-8%	COc1cc2cnc(-c3ccccc3)c(C(=O)c3ccc(OCc4ccccc4)cc3)c2cc1OC
52%[activator]	CCOC(=O)c1ccc(NC(=O)c2cccnc2)cc1
0%	COC(=O)[C@H](CC(C)C)NC(=O)Cn1cnc2c(SC)nc(N)nc21
4%	CCN(CC(=O)Nc1c(F)cccc1F)C(=O)c1cccnc1Sc1ccccc1
11%	CC(C)CN(C(=O)COC(=O)C12CC3CC(CC(C3)C1)C2)c1c(N)n(Cc2ccccc2)c(=O)[nH]c1=O
-4%	O=C(C[C@H]1C/C=C\C[C@@H](Cc2ccc(F)cc2)C(=O)OC[C@@H](Cc2c[nH]c3ccccc23)NC1=O)NCCO
4%	CC(=O)C(Cc1ccccc1)NC(=O)COC(=O)CCN1C(=O)C2CC=CCC2C1=O (stereo unspecified)
0%	COc1cccc2sc(N3CCN(C(=O)c4ccc([N+](=O)[O-])o4)CC3)nc12
-2%	Cc1ccc(-c2nnc(NC(=O)c3ccc([N+](=O)[O-])o3)o2)c(C)c1

L3MBTL1 block	Compound
-1%	COCc1c(C(=O)Nc2ccc3nc(N4CCOCC4)sc3c2)oc2ccccc12
2%	C[C@H](CO)N1C[C@H](C)[C@@H](CN(C)S(=O)(=O)c2ccc(F)cc2)Oc2c(NC(=O)CCC(F)(F)F)cccc2C1=O
-2%	Cc1cccc(OCC(=O)Nc2ccccc2N2CCCC2)c1C
-16%	COc1ccc(N2CCN(C(CNC(=O)C3CCCCC3)c3ccco3)CC2)cc1 (stereo unspecified)
0%	CC(OC(=O)c1cccnc1Cl)C(=O)Nc1ccc2c(c1)OCO2 (stereo unspecified)
6%	Oc1ccc(Cl)cc1CNCC1CCCCC1
3%	CCCCN(C(=O)c1ccc2c(c1)OCO2)c1c(N)n(CC(C)C)c(=O)[nH]c1=O
-5%	COc1ccccc1N1CCN(CC(=O)Nc2ccccc2C(=O)NCCc2ccccc2)CC1
4%	CCOc1ccc(N(C)S(=O)(=O)c2ccc(C)c(C(=O)NCc3ccccc3OC)c2)cc1
-18%	CCN(CC)c1ccc(NC(=O)c2ccc(S(=O)(=O)N3CCOCC3)cc2)cc1
-1%	COc1ccc(S(=O)(=O)N2CCN(CC(=O)Nc3sccc3C(N)=O)CC2)cc1OC
-1%	COc1ccc(C(=O)OCc2c(F)cccc2Cl)cc1S(=O)(=O)N1CCOCC1
1%	CCc1ccc(C(=O)COC(=O)CNC(=O)C2CCCCC2)cc1
0%	CC1CCCN(C(=O)c2ccc(NC(=O)CC3SC(N4CCCC4)=NC3=O)cc2)C1 (stereo unspecified)
3%	CC(=O)N1CCN(S(=O)(=O)c2ccc3c(c2)OCCO3)CC1
7%	CCCCNc1c(-c2ccc(SC3CCCCC3)cc2)nc2cnccn12
-10%	CCOc1ccc(C(=O)NCC(c2cccs2)N2CCOCC2)cc1 (stereo unspecified)
1%	CC(CC(=O)N(CCC1=CCCCC1)c1c(N)n(Cc2ccccc2)c(=O)[nH]c1=O)c1ccccc1 (stereo unspecified)
0%	COc1ccc(C(=O)COC(=O)C2COc3ccccc3O2)cc1F (stereo unspecified)
-5%	O=C(COc1ccc(-n2cnnn2)cc1)Nc1ccc(F)c(Cl)c1

L3MBTL1 block	Compound
2%	COc1ccc(NS(=O)(=O)c2cccc(C(=O)NNC(=O)c3cncc(Br)c3)c2)cc1
-10%	COC(=O)c1c(C)[nH]c(C(=O)OCC(=O)c2ccc(C)s2)c1C
4%	COC(=O)c1ccc2c(=O)[nH]c(COC(=O)c3c(-c4ccccc4Cl)noc3C)nc2c1
-4%	CC1CCC(NC(=O)Cn2cnc3sccc3c2=O)CC1 (stereo unspecified)
-5%	CN(CC(=O)Nc1ccccc1Cl)C(=O)COC(=O)c1ccc(=O)n(Cc2ccccc2)n1
-7%	CCOc1ccc(CCNC(=O)COC(=O)c2ccc(Br)o2)cc1OCC

# Assay outcomes from PubChem BioAssay.
